Screening results as filed in PubChem BioAssay.
RAD54 branch = RAD54 (human) branch migration inhibition | RAD54 Holliday junction branch migration, FAM/BHQ fluorescence | AID 602329 | 360,000 compounds, 0.14% hits | inhibition, % at 10.4 µM;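 active = mean normalized replicate activity at least 40 and at least half of replicates scoring 40 or more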;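 note: 0% = median of neutral control wells and 100% = median of positive control wells; inhibitors cause a drop in the FAM fluorescence signal; in these data hits start at about 50%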
Target sequence (Q92698 whole entry, looked up): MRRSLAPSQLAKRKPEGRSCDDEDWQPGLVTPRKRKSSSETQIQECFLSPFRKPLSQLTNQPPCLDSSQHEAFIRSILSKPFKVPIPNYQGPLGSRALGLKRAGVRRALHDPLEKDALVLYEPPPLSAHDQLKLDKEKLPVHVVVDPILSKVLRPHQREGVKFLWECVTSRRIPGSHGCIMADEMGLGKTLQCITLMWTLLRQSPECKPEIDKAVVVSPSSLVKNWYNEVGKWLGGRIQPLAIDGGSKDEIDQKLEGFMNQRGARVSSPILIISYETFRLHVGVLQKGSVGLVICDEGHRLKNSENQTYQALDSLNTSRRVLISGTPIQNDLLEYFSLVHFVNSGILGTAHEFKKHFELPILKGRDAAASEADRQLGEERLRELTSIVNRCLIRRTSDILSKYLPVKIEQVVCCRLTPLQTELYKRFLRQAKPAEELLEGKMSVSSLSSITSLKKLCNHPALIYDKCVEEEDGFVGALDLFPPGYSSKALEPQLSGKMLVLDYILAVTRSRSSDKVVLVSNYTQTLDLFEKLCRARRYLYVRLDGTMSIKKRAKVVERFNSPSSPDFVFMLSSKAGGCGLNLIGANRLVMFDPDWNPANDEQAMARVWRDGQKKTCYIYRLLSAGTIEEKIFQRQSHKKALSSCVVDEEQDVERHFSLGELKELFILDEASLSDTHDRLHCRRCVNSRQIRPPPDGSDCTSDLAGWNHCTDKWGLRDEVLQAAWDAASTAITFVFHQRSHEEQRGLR
esBAF inh = SWI/SNF esBAF complex inhibition; reporter increase, % at 12.5 µM; 350,000 compounds, 2% hits; mouse ES cells, Bmi1-luciferase knock-in reporter, 24 h; 100% = twice the neutral-well signal; in the data active = activation above about 40%;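 note: 0% = median of the plate's neutral control wells and 100% = double that signal; a rise in the Bmi1 reporter signal indicates esBAF inhibition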
EWS-Fli inh = inhibitors of EWS/Fli oncoprotein transcriptional activity; A673 NR0B1-luciferase reporter, viability-normalised; inhibition, % at 12.6 µM; 350,000 compounds, 0.67% hits; AID 651661;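 active = mean inhibition of at least 50% after viability correction, with every replicate also passing that limit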;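 note: firefly luciferase signal divided by Alamar Blue viability fluorescence both relative to DMSO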
S100A4 MyoIIA = blocks human S100A4 binding to myosin IIA peptide; inhibition, % at 10.7 µM; 360,000 compounds, 0.14% hits; P26447; S100A4/TAMRA-MyoIIA peptide fluorescence polarization;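 active = mean inhibition of at least 70% across replicates, with every replicate also reaching that level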
Target sequence (P26447 whole entry, looked up): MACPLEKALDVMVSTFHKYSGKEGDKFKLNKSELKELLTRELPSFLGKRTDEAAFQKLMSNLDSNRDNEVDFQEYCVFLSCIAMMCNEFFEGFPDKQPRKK
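Material: human S100A4 monomer with TAMRA-labelled myosin IIA peptide; buffer or medium: HEPES pH 7.2 with CaCl2, KCl, NaCl, DTT, Triton; compound dosing: one concentration per compound; schedule: 5 min incubation before reading; benchmarks: neutral control DMSO, positive control TFP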
FN deposit inh = fibronectin deposition inhibition | AH1F fibroblasts, Alexa488-fibronectin deposition fluorescence, overnight | 350,000 compounds, 0.086% hits | AID 743247 | inhibition, % at 12.6 µM;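 active = mean inhibition across replicates of 30% or more, regardless of how many single replicates reach that level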;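 note: positive control wells lacked labelled fibronectin entirely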
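Assay system: AH1F fibroblasts / Quantity: 10000 cells per well / Medium: DMEM plus 2% serum, read in PBS / Reagent: labelled fibronectin 24 nM / Dosing: single dose, pinned / Times: 1 h cell attachment, overnight exposure to compound and label / Signal: fluorescence, ex 485 nm, em 525 nm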
E-sel inducer = E-selectin induction on HUVECs; activation, % at 7.58 µM; 260,000 compounds, 0.37% hits; HUVEC E-selectin immunofluorescence imaging; normalized: neutral wells 0, TNF-alpha wells 100; AID 686992;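 active = mean E-selectin-positive cell signal at least 10% of the positive control, reached in at least 60% of replicates, without over 20% cell loss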;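 note: in these data hits start at about 27%; measured in HUVEC primary endothelial cells; signal is the percent of cells scored E-selectin positive by PE staining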
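Assay system: HUVEC, human umbilical vein endothelial cells / Amount: 3,000 HUVEC/well / Controls: TNF-alpha positive control, DMSO neutral control / Compound dosing: single concentration / Medium: EGM-2 over gelatin coat / Evaluation: percent E-selectin-positive cells / Signal: immunofluorescence imaging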
RAD52 inh = RAD52 (human) annealing inhibition; inhibition, % at 18.7 µM; 360,000 compounds, 0.46% hits; AID 651710; P43351; recombinant RAD52 DNA annealing, FRET fluorescence;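 active = every replicate showing at least 50% inhibition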
Xi reactivation = activators of X-chromosome reactivation in mouse fibroblasts; XiGFP mouse fibroblasts, % GFP-positive cells imaging, 3 d; cells co-treated with 5-aza-dC sensitizer; scaled so ellipticine positive control = 100%; activation, % at 7.58 µM; 360,000 compounds, 0.055% hits; AID 743238;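 active = mean normalized replicate activation at least 10% and every replicate at or above 10%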;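 note: 0% = median of on-plate neutral control wells and 100% = ellipticine 6 µM median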
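Assay system: SV40-immortalized XiGFP fibroblast cells, line 68-5-11; buffer or medium: DMEM plus 5-aza-dC sensitizer; compound: one concentration, pinned; timing: compounds 3 days, fix/stain 15 min at room temperature; benchmarks: positive control ellipticine, 6 µM final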
Starred values were filed as active, the others as inactive; . = not tested or not shown; & = joins results of further samples.

Below each compound: RAD54 branch	esBAF inh	EWS-Fli inh	S100A4 MyoIIA	FN deposit inh	E-sel inducer	RAD52 inh	Xi reactivation
> O=C(COc1ccccc1Cl)NCCNC(=O)c1ccncc1
  -16.5	-2.6	-5.7	-2.2	-0.6	0.7	-5.8	-0.1
> Cc1cccc2cc(/C=N/NC(=O)c3ccccc3O)c(Cl)nc12
  .	.	19.5	-7.2	-2.9	-1.0	0.3	-0.1
> COc1ccc(C(=O)CSc2nnc(CNC(=O)c3ccccc3)o2)cc1
  -11.9	.	.	2.2	-6.9	-0.1	-6.9	0.0
> COc1ccc(CNC(=O)C(C)n2nc(C)c3c(C)n(-c4ccccc4)nc3c2=O)c(OC)c1 (stereo not given)
  -14.3	3.8	.	-5.1	6.6	-0.2	-19.9	0.6
> OC(c1ccc(F)cc1)c1nc(-c2ccc(F)c(Cl)c2)cs1 (stereo not given)
  -12.3	11.3	-12.6	-1.1	-2.4	0.0	-15.5	0.5
> CCC(Cc1ccccc1)n1c(=S)[nH]c2ccccc2c1=O (stereo not given)
  .	.	12.6	-4.2	-0.5	-2.2	-8.5	0.1
> CSCCC(NC(=O)c1ccco1)C(=O)NCC(c1ccco1)N1CCCCC1 (stereo not given)
  -1.5	7.0	3.9	-9.4	2.3	-0.4	-4.5	0.0
> O=C(COC(=O)Cn1cnc2ccccc2c1=O)Nc1ccccc1OC(F)F
  .	-0.4	1.5	-5.9	-0.8	6.4	-10.4	-0.1
> Cc1onc(-c2ccccc2)c1C(=O)NC(C)c1ccccc1 (stereo not given)
  .	.	5.3	-3.5	-1.6	-0.1	-24.4	0.1
> C[C@@H]1CN([C@H](C)CO)C(=O)c2c(c3ccccc3n2C)-c2ccccc2CO[C@H]1CN(C)C(=O)Nc1ccc(F)cc1
  .	-2.9	-2.3	.	-5.0	-3.1	.	-0.4
> COc1ccc(NC(=O)N2CC(=O)N3[C@@H](CO)[C@@H](c4ccc(Br)cc4)[C@@H]3C2)cc1
  .	.	-1.8	4.5	-4.1	0.3	-9.0	0.0
> CCN(C(=O)COC(=O)c1cc(-c2ccccc2)nc2c1c(C)nn2-c1ccccc1)C1CCS(=O)(=O)C1 (stereo not given)
  .	.	-1.3	1.8	-4.3	-1.6	-20.1	0.0
> O=S(=O)(c1ccccc1F)N1CC[C@@H]2[C@H](CO)Nc3ccc(-c4ccc(F)cc4)cc3[C@@H]21
  9.6	2.4	-12.9	-2.6	7.9	-0.2	3.2	0.0
> NC(=O)c1ccsc1NC(=O)CN1CCN(S(=O)(=O)c2ccccc2C(F)(F)F)CC1
  -8.6	4.0	11.9	-5.7	5.3	.	-29.1	0.0
> CSc1cccc(NC(=O)CCS(=O)(=O)c2cccc3nonc23)c1
  10.7	3.0	-2.0	5.4	-6.8	.	-4.7	0.4
> Cc1cc(NS(=O)(=O)c2ccc(NS(=O)(=O)c3cc(C)c(Cl)cc3Cl)cc2)no1
  -8.8	-1.2	11.0	6.8	.	-0.9	-14.4	0.0
> CCc1ccc(NC(=O)C(C)OC(=O)c2ccc(-n3cnnn3)cc2)cc1 (stereo not given)
  -1.4	0.2	-9.2	0.1	1.9	.	1.2	-0.1
> CC1CC(C)CN(CCCNC(=O)c2c(O)nc3ccccn3c2=O)C1 (stereo not given)
  -2.1	-7.9	0.0	0.1	0.7	-0.2	1.0	-0.1
> C[C@H](CO)N1C[C@H](C)[C@H](CN(C)S(=O)(=O)c2ccccc2)OCCCC[C@H](C)Oc2ccc(NS(=O)(=O)c3ccccc3)cc2C1=O
  5.3	14.5	20.2	-4.4	0.2	-0.3	-16.7	0.0
> CCN1CCN(C(=O)C2=CC(c3ccc(C)cc3)=NS(=O)(=O)N2C)CC1
  7.1	-3.7	10.1	5.5	-4.3	-0.1	-13.7	0.0
> COc1ccccc1CNc1ccc2nnc(CCNC(=O)c3ccccc3)n2n1
  .	.	2.4	0.4	6.2	-0.2	-22.6	.
> COc1ccc(OC)c(-c2c3c([nH]c(=S)c2C#N)CCCC3)c1
  .	.	3.4	-4.1	3.8	2.9	-21.4	0.0
> CC(=O)N(C)C[C@@H]1Oc2cc(C#C[C@H](C)O)ccc2S(=O)(=O)N([C@H](C)CO)C[C@@H]1C
  -2.1	-5.2	-8.9	4.9	.	-0.4	-3.4	0.0
> C[C@@H]1CN([C@H](C)CO)C(=O)c2cc(C#CC3CCCCC3)cnc2O[C@H]1CN(C)Cc1cncnc1
  -16.6	5.4	9.7	38.1	11.5	0.2	4.9	-0.7
> Cn1nccc1CNC(=O)c1c(Cl)cnn1C
  .	.	13.1	-3.2	1.4	.	6.7	0.0
> CCN(Cc1ccccc1)c1ccc(/C=N/N2CCOCC2)cc1
  .	.	-19.2	-9.1	-3.8	-0.3	-24.1	0.0
> Cc1cc(C)cc(N(CC(=O)Nc2ccc(C)cc2Cl)S(=O)(=O)c2c(C)[nH]c(=O)[nH]c2=O)c1
  4.5	-4.6	.	-9.7	-3.0	.	-9.0	0.5
> C[C@H](CO)N1C[C@H](C)[C@@H](CN(C)C(=O)c2cccc(F)c2)Oc2cc(-c3cccnc3)ccc2S1(=O)=O
  1.6	-9.2	-0.3	-1.8	1.8	0.3	1.2	0.2
> C[C@@H]1CCCCO[C@@H](CN(C)CC2CC2)[C@@H](C)CN([C@H](C)CO)C(=O)c2cc(NC(=O)Nc3ccc(C(F)(F)F)cc3)ccc2O1
  -3.3	-4.7	-3.3	.	.	-0.1	.	0.0
> COC(=O)[C@@]1(Cc2ccc(F)cc2)[C@H]2c3cc(C(=O)N4CCCC4)n(C)c3C[C@H]2CN1C(=O)c1ccccc1
  .	.	2.3	-4.3	2.0	0.4	-9.0	0.0

Exported as a markdown table: part of the list above.
| smiles | RAD54 branch | esBAF inh | EWS-Fli inh | S100A4 MyoIIA | FN deposit inh | E-sel inducer | RAD52 inh | Xi reactivation |
| --- | --- | --- | --- | --- | --- | --- | --- | --- |
| COc1ccc(OC)c(-c2c3c([nH]c(=S)c2C#N)CCCC3)c1 | . | . | 3.4 | -4.1 | 3.8 | 2.9 | -21.4 | 0.0 |
| CC(=O)N(C)C[C@@H]1Oc2cc(C#C[C@H](C)O)ccc2S(=O)(=O)N([C@H](C)CO)C[C@@H]1C | -2.1 | -5.2 | -8.9 | 4.9 | . | -0.4 | -3.4 | 0.0 |
| C[C@@H]1CN([C@H](C)CO)C(=O)c2cc(C#CC3CCCCC3)cnc2O[C@H]1CN(C)Cc1cncnc1 | -16.6 | 5.4 | 9.7 | 38.1 | 11.5 | 0.2 | 4.9 | -0.7 |

Next part:
Below each compound: RAD54 branch	esBAF inh	EWS-Fli inh	S100A4 MyoIIA	FN deposit inh	E-sel inducer	RAD52 inh	Xi reactivation
> C[C@@H]1CN([C@@H](C)CO)C(=O)c2cccc(NC(=O)c3cnccn3)c2O[C@@H]1CN(C)C(=O)Nc1ccccc1
  3.5	3.4	-5.4	2.5	.	0.4	4.5	0.0
> CCC1Oc2ccccc2N(CC(=O)NCC2CCCO2)C1=O (stereo not given)
  6.3	-0.2	.	0.0	2.1	.	3.0	0.1
> CSCCC(c1nc2ccccc2[nH]1)n1c(/C=C/c2ccc(Cl)cc2)nc2ccccc21 (stereo not given)
  .	.	10.1	14.6	15.3	0.0	0.6	0.0
> C[C@@H]1CN([C@H](C)CO)C(=O)CCCn2cc(nn2)CO[C@H]1CN(C)C(=O)c1ccc(N2CCN(C)CC2)cc1
  6.0&-8.7&-6.5	-1.0&-2.0&-3.2	0.3&3.1&-3.4	3.0&-1.0&2.5	-3.6&-7.4	0.2&0.7	0.4&-11.8&-15.5	0.3
> C[C@H](CO)N1C[C@H](C)[C@@H](CN(C)Cc2ccc3c(c2)OCO3)Oc2ccc(NC(=O)C3CC3)cc2CC1=O
  -2.5	-4.5	-0.1	-4.8	.	-5.4	6.0	0.1
> C[C@H]1CN([C@@H](C)CO)S(=O)(=O)c2ccc(-c3ccc(F)cc3)cc2O[C@H]1CN(C)C
  7.8	-1.4	3.1	-7.7	3.1	0.0	-1.4	0.4
> O=C(CN1C(=O)c2ccc([N+](=O)[O-])cc2C1=O)NCC1CCCO1 (stereo not given)
  .	.	-2.3	-0.3	.	0.9	-6.3	-0.1
> CS(=O)(=O)N1CCN(c2ccccc2NC(=O)c2ccc([N+](=O)[O-])o2)CC1
  .	.	6.9	4.3	19.2	.	-1.2	0.0
> CON(C)C(=O)C[C@@H]1C[C@H](OC(=O)c2ccc([N+](=O)[O-])cc2)CN1C(=O)OC(C)(C)C
  7.5	1.9	0.4	0.6	-12.4	0.0	7.4	0.0
> CCCc1cn(CC[C@H]2CC[C@H](NC(=O)Cc3cccnc3)[C@@H](CO)O2)nn1
  -1.8	0.3	-3.6	-0.6	3.9	-0.7	-10.7	-0.1
> CNC(=O)C[C@H]1CC[C@H]2[C@H](COc3ccc(NC(=O)Nc4ccccc4)cc3C(=O)N2C)O1
  6.7	2.5	-4.9	3.0	0.3	0.0	6.8	0.4
> CCCNC(=O)C1(C)CCCN(C(=O)c2cccc(C#N)c2)C1 (stereo not given)
  1.5	0.0	-8.2	8.3	.	.	-7.2	0.1
> Clc1ccccc1Nc1nc(NCc2ccccc2)nc2ccsc12
  15.1	-16.3	7.1	0.9	14.3	0.2	-37.9	0.0
> C=CC[n+]1c(/C=C/c2ccc(OC(C)=O)c(OC)c2)ccc2ccccc21
  .	-1.4	-8.2	-0.1	8.6	.	-3.2	0.3
> COc1ccc(NC(=O)CSc2nc3cccnc3n2C)cc1
  .	.	-0.9	-3.3	-5.2	.	-16.1	0.0
> O=C(C[C@@H]1CC[C@H]2[C@@H](COC[C@H](O)CN2Cc2cccc(-c3ccncc3)c2)O1)N1CCN(c2ccccc2)CC1
  -0.9	2.5	12.5	3.4	5.8	0.6	3.9	0.1
> Cc1cccc(-c2cnc(C(O)c3ccc4ccccc4c3)[nH]2)c1 (stereo not given)
  9.2	5.3	-2.8	-5.3	13.9	0.2	-8.1	0.1
> C[C@@H]1CN([C@H](C)CO)S(=O)(=O)c2ccc(C#CC3CC3)cc2O[C@@H]1CN(C)C(=O)c1ccccc1
  0.1	0.7	10.0	-10.4	-9.7	0.3	-6.6	-1.3
> Cc1nonc1CN(C)C(=O)c1ccc(OC2CCN(Cc3ccccn3)CC2)cc1
  -15.2	-3.2	3.6	-1.7	-0.1	0.4	-13.0	0.0
> CN(CCOc1ccc(Cl)cc1)C(=O)c1ccc2c(=O)n3c(nc2c1)CCC3
  8.5	5.5	-4.5	0.3	-0.3	.	-6.9	-0.1
> O=C(/C=C/c1ccccc1)NCCS(=O)(=O)N1CCN(c2ccccc2)CC1
  0.7	-0.2	0.8	-4.9	-0.3	.	-15.7	0.0
> O=C(NCC[C@@H]1CC[C@@H](NC(=O)C2CC2)[C@@H](CO)O1)c1cnccn1
  -15.0	-7.3	-6.8	0.4	-2.3	0.0	-9.2	0.2
> CC(C)N(C1=CC(=O)OC12CCCCC2)C(C)C
  -27.1	2.7	-5.0	6.6	6.6	0.6	-8.4	-0.1
> COc1ccc(NC(=O)Nc2cccc3c2O[C@@H](CN(C)S(C)(=O)=O)[C@@H](C)CN([C@@H](C)CO)C3=O)cc1
  -8.0	3.4	-21.5	5.3	.	-9.0	-6.1	0.0
> CC1=C(C(=O)N2CCCC(N3CCN(c4cccc(Cl)c4)CC3)C2)OCCO1 (stereo not given)
  -0.7	.	.	-3.5	.	0.7	-14.4	0.3
